TR SRC2 fluor cs = counter-screen for TRb-SRC2 inhibitors: fluorescence interference; TRb/SRC2 Texas Red total fluorescence interference; Potency, µM (highest dose often 106 µM), without a hit: top-dose fluorescence change, negative = quenching; hit rate 0.29% among 280,000; AID 1479; active means well fitted curve in either direction with a large enough effect; inconclusive means small, poorly fitted or top-dose-only effect
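Human TRβ ligand-binding domain (0.6 uM) and Texas Red SRC2 peptide (20 nM) in Tris buffer with 1 uM T3 and 5% DMSO were incubated with pinned compound for 5 hr at ambient temperature. Total fluorescence was computed as S + 2P (555/632 nm).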
TRb SRC2 PPI = TRbeta-SRC2 interaction inhibition | P10828 | TRbeta-SRC2 peptide binding, fluorescence polarization; receptor liganded with 1 µM T3 | Potency, µM (series often up to 106 µM), inactives show at the top dose activity change, negative = inhibition, most hits filed as inhibitors | hit rate 0.065% among 280,000; active means well fitted inhibition curve with a large enough effect; inconclusive means small, poorly fitted or top-dose-only effect, or effect the other way;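 further: plate controls were bound peptide for no effect and peptide without receptor for full effect; nearly all actives have a fitted effect of over 50% in size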
Target sequence (P10828 whole entry, looked up): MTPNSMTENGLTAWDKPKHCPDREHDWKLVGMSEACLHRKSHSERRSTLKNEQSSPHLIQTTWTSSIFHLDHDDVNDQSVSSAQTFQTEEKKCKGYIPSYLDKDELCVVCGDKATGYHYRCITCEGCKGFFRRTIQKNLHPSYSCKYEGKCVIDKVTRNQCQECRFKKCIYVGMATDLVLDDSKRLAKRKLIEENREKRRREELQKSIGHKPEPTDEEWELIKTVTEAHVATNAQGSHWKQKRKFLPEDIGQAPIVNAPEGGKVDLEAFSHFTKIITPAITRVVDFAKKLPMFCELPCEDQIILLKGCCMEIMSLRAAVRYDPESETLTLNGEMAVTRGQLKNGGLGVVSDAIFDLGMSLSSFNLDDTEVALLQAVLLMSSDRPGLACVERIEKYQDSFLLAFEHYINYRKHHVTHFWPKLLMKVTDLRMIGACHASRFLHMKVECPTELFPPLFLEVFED
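Compounds were added to 0.6 uM TRb ligand-binding domain and 20 nM Texas Red-labeled SRC2 peptide in Tris buffer containing 1 uM T3, incubated 5 hr at ambient temperature, then read by fluorescence polarization.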
Numbers without * were called inactive; ? = inconclusive. Unless noted, on the % scale 0 is the no-effect control and ±100 the full control effect; potency means the concentration at half of the fitted maximal effect.

SMILES	TR SRC2 fluor cs	TRb SRC2 PPI
CCc1nc(SCc2cc(=O)c3cc(F)ccc3[nH]2)n[nH]1	-4%	1%
CCOc1ccc(N2CC(NC(=O)C3CC3)CC2=O)cc1 (centres undefined)	3%	3%
Cc1ccc(C(=O)OCc2cc(=O)n3nc(-c4cccs4)sc3n2)cc1	-4%	-5%
CNS(=O)(=O)c1cn(CC(=O)N2CCN(c3cc(C)ccc3C)CC2)cc1S(=O)(=O)NC	-2%	2%
CCOc1ccc(S(=O)(=O)n2nc(C)c(S(=O)(=O)N3CCCCCC3)c2C)cc1	?	2%
COc1ccc(CNC(=O)Cn2nc(C)c3c(C)n(-c4ccccc4)nc3c2=O)cc1OC	-5%	0%
COc1ccc(OC)c(NC(=O)Cn2c(=O)oc3cc(S(=O)(=O)NCc4ccccc4)ccc32)c1	-1%	2%
CCOC(=O)N1CCc2c(sc(NCc3cc(OC)c(OC)cc3OC)c2C(=O)Nc2ccc(OCC)cc2)C1	-8%	-4%
CCOC(=O)c1c(C)[nH]c(CCC(=O)NCc2cc(Br)ccc2OC)c1C	-2%	4%
CC1(C)CC(=O)c2cc(C(=O)Nc3ccccc3Cl)c(=O)n(-c3ccc(Cl)cc3)c2C1	-3%	0%
Cc1ccc(CNC(=O)C2CCCN(c3ncnc4onc(-c5ccc(F)cc5)c34)C2)cc1 (centres undefined)	2%	0%
Cc1oc2ncn(CC(C)C)c(=O)c2c1C(=O)NCCCN1CCCCC1C (centres undefined)	-4%	-7%
CCN(CC)S(=O)(=O)c1ccc2nc(NC(=O)c3ccccc3OC)sc2c1	1%	-3%
COc1ccccc1NC(=O)Cn1c(SCC(=O)Nc2ccc(F)cc2)nc2ccccc21	0%	0%
O=C(CSc1nc2c([nH]c3ccccc32)c(=O)n1-c1ccc(F)cc1)N1CCCCCC1	4%	4%
O=C(NCc1ccccc1)C(=O)NCC(c1ccco1)S(=O)(=O)c1cccs1 (centres undefined)	0%	3%
O=C(NCCc1ccc(Cl)cc1)c1ccc2c(c1)nc1n2CCOC1	-1%	2%
CN(C(=O)CSc1nc2ncccc2o1)c1ccc(F)cc1	1%	-2%
CCN(C(=O)CSc1ncc2c(n1)-c1cc(Cl)ccc1N(Cc1ccccc1)S2(=O)=O)c1cccc(C)c1	0%	-4%
COc1ccccc1CCNC(=O)C(=O)NCC(c1cccs1)S(=O)(=O)c1ccc(F)cc1 (centres undefined)	0%	-1%
COc1ccc(CNC(=O)CC2N=C3c4ccccc4N=C(SCC(=O)Nc4ccc(N(C)C)cc4)N3C2=O)cc1 (centres undefined)	-3%	0%
COc1ccccc1C(=O)Nc1cccc(OCc2cc(=O)n3ccccc3n2)c1	0%	-6%
Cc1cccc(-c2nc(CCNC(=O)c3ccc(Br)o3)cs2)c1	3%	5%
COc1ccc(S(=O)(=O)NCCS(=O)(=O)N2CCN(c3ccccc3)CC2)cc1OC	-1%	3%

7 entries from above, ordered by molecular weight, highest first.
SMILES	TR SRC2 fluor cs	TRb SRC2 PPI
COc1ccc(OC)c(NC(=O)Cn2c(=O)oc3cc(S(=O)(=O)NCc4ccccc4)ccc32)c1	-1%	2%
CNS(=O)(=O)c1cn(CC(=O)N2CCN(c3cc(C)ccc3C)CC2)cc1S(=O)(=O)NC	-2%	2%
COc1ccccc1NC(=O)Cn1c(SCC(=O)Nc2ccc(F)cc2)nc2ccccc21	0%	0%
CCOc1ccc(S(=O)(=O)n2nc(C)c(S(=O)(=O)N3CCCCCC3)c2C)cc1	?	2%
CCOC(=O)c1c(C)[nH]c(CCC(=O)NCc2cc(Br)ccc2OC)c1C	-2%	4%
Cc1ccc(C(=O)OCc2cc(=O)n3nc(-c4cccs4)sc3n2)cc1	-4%	-5%
O=C(NCCc1ccc(Cl)cc1)c1ccc2c(c1)nc1n2CCOC1	-1%	2%

Remaining list, next part.
SMILES	TR SRC2 fluor cs	TRb SRC2 PPI
COc1ccc(N2C(=O)CS(=O)(=O)C23C(=O)N(Cc2ccccc2)c2ccccc23)cc1 (centres undefined)	-8%	1%
CCc1cccc(NC(=O)c2c(C)oc3nc(C)nc(N4CCCC4)c23)c1	0%	2%
COc1ccc(-c2cc3ccc(O)c(CN4CCCC(C)C4)c3oc2=O)cc1 (centres undefined)	-3%	4%
Cc1ccccc1CNC(=O)CN1C(=O)CSc2ccc(S(=O)(=O)N(C)C)cc21	-2%	0%
CC(C)(C)C(=O)N1CCN(c2nc3c(F)cccc3s2)CC1	0%	-11%
COc1cc(NC(=O)CSc2nc3ncccc3o2)cc(OC)c1	-4%	-1%
COCCCNC(=O)Cn1c(=O)n(-c2cccc(C)c2)c(=O)c2c1c1cc(C)ccc1n2C	0%	-5%
COc1ccc(CNC(=O)c2cc3c(=O)n(Cc4cccs4)ccc3nc2C)cc1	-26%	5%
COCCn1c(CNC(=O)c2cc(OC)c(OC)c(OC)c2)nc2cccnc21	-3%	-4%
CCOc1ccc(Cn2c(CNS(=O)(=O)c3cccc(Cl)c3)nc3cccnc32)cc1	0%	2%
O=C(Nc1c(C(=O)O)oc2ccccc12)c1ccc(C(F)(F)F)cc1	-1%	5%
CCCCN(CC)CCNC(=O)C1CCCN(c2ncnc3onc(C)c23)C1 (centres undefined)	1%	4%
Cc1ccc(NC(=O)c2ccc(-n3c(C)nnc3C)cc2)cc1F	?	-15%
COc1ccc(CNS(=O)(=O)c2ccc(-c3cc(C(F)(F)F)on3)s2)cc1OC	-1%	-1%
CCOc1ccc(-n2c(SCC(=O)Nc3cc(C)ccc3C)nc3c([nH]c4ccccc43)c2=O)cc1	-1%	0%
Cc1ccc(C)c(NC(=O)N2CCN(C(=O)c3nsc4ccccc34)CC2)c1	0%	3%
O=C(CSc1nccn1Cc1ccccc1)NCc1ccco1	-1%	1%
Cc1ccc(-n2nc(C)c3c(C)cc(=O)n(CC(=O)NC(C)C)c32)cc1	0%	2%
COc1ccc(Cn2ccc3nc(C)c(C(=O)N4CCN(c5ccc(F)cc5)CC4)cc3c2=O)cc1	1%	6%
COc1ccc(NC(=O)c2cc(S(=O)(=O)N3CCCCCC3)cn2C)c(OC)c1	-1%	-4%
COc1ccc(NC(=O)CN2C(=O)CCc3cc(S(=O)(=O)N4CCOCC4)ccc32)c(OC)c1	2%	10%
CCOc1ccccc1CNC(=O)C1CCN(S(=O)(=O)c2ccc3c(ccn3C)c2)CC1	-2%	2%
CCc1ccc(NC(=O)C(=O)NCCc2sc(-c3ccc(C)cc3)nc2C)cc1	0%	2%
O=C(CCSCc1ccccc1F)N1CCN(c2ccc(Cl)cc2)CC1	-3%	11%

Two successive compounds out of the list so far:
SMILES	TR SRC2 fluor cs	TRb SRC2 PPI
COc1ccc(CNS(=O)(=O)c2ccc(-c3cc(C(F)(F)F)on3)s2)cc1OC	-1%	-1%
CCOc1ccc(-n2c(SCC(=O)Nc3cc(C)ccc3C)nc3c([nH]c4ccccc43)c2=O)cc1	-1%	0%

Later entries
SMILES	TR SRC2 fluor cs	TRb SRC2 PPI
COc1ccc(C2C(=O)N(C3CCCCCC3)CC(=O)N2Cc2ccc(C)cc2)cc1 (centres undefined)	-2%	2%
Cc1cc(C)c2nc(NC(=O)c3ccc(S(=O)(=O)N4CCCC4)cc3)sc2c1	-3%	0%
COCc1cc(C)nc2sc3c(=O)n(-c4ccccc4C(F)(F)F)nnc3c12	-3%	-1%
Cc1ccc(NC(=O)c2cnc(SCC(=O)N3CCOCC3)n(C)c2=O)cc1C	0%	-6%
Cc1ccc(-c2nc(C)c(CCNC(=O)C(=O)Nc3ccc4c(c3)OCO4)s2)cc1	0%	-2%
CCN(CC)S(=O)(=O)c1ccc2oc(C(=O)Nc3ccc(Br)cc3F)c(C)c2c1	-1%	0%
COc1ccccc1CCNC(=O)C(=O)NCC(c1cccs1)S(=O)(=O)c1cccs1 (centres undefined)	1%	-4%
CCc1ccc(NC(=O)CN2C(=O)c3ccccc3Sc3ccc(C(=O)N4CCCC4)cc32)cc1	-11%	-2%
CCCCOc1ccc(OC(=O)c2sc3ncn(Cc4cccc(F)c4)c(=O)c3c2C)cc1	0%	3%
Cc1ccc(C)c(CN2C(=O)CSc3ccc(C(=O)NCc4ccccc4)cc32)c1	-3%	-1%
COc1ccc(N2CCN(S(=O)(=O)c3ccc4c(c3)C(C(C)C)C(=O)N4)CC2)cc1 (centres undefined)	-7%	5%
O=C(Cn1nc(-c2ccc(Cl)cc2)ccc1=O)NCCc1ccccc1	-1%	6%

One compound at a time, as listed above.
`O=C(Cn1nc(-c2ccc(Cl)cc2)ccc1=O)NCCc1ccccc1` as listed: TR SRC2 fluor cs: -1%; TRb SRC2 PPI: 6%
`CCCCOc1ccc(OC(=O)c2sc3ncn(Cc4cccc(F)c4)c(=O)c3c2C)cc1` as listed: TR SRC2 fluor cs: 0%; TRb SRC2 PPI: 3%
`CCc1ccc(NC(=O)CN2C(=O)c3ccccc3Sc3ccc(C(=O)N4CCCC4)cc32)cc1` as listed: TR SRC2 fluor cs: -11%; TRb SRC2 PPI: -2%

Given with two lines to a compound: entries from further up.
Sequence of screens: TR SRC2 fluor cs, TRb SRC2 PPI
> Cc1ccc(C)c(CN2C(=O)CSc3ccc(C(=O)NCc4ccccc4)cc32)c1
    -3%, -1%
> CCc1ccc(NC(=O)CN2C(=O)c3ccccc3Sc3ccc(C(=O)N4CCCC4)cc32)cc1
    -11%, -2%
> COCc1cc(C)nc2sc3c(=O)n(-c4ccccc4C(F)(F)F)nnc3c12
    -3%, -1%
> COc1ccc(N2CCN(S(=O)(=O)c3ccc4c(c3)C(C(C)C)C(=O)N4)CC2)cc1 (centres undefined)
    -7%, 5%

The list continues.
SMILES	TR SRC2 fluor cs	TRb SRC2 PPI
COc1cc(C(=O)NCC(c2ccc(N(C)C)cc2)N2CCc3ccccc32)cc(OC)c1OC (centres undefined)	-3%	1%
CC(C)(Oc1ccc(C2CCCc3ccccc32)cc1)C(=O)O (centres undefined)	-3%	7%
O=C(NC1CC(=O)N(c2cccc(F)c2)C1)c1ccc2c(c1)OCO2 (centres undefined)	0%	1%
COc1ccc(Cc2nc3ccc(C(=O)NCCc4ccc(OC)c(OC)c4)cc3o2)cc1	-3%	6%
Cc1cccc(NC(=O)CSc2nc(=O)n(Cc3ccco3)c3c2CCC3)c1C	1%	-3%
Cc1c(-c2ccccc2)c(=O)oc2c(CN3CCCC3)c(O)ccc12	-1%	-7%
Cc1ccc(CN2CCc3nc(N4CCN(c5ccccc5F)CC4)ncc3C2)s1	-3%	0%
CN(C)c1ccc(C(CNS(=O)(=O)c2ccc(F)cc2F)N2CCOCC2)cc1 (centres undefined)	1%	-10%
O=S(=O)(c1ccc(-c2cc(C(F)(F)F)on2)s1)N1CCN(c2ccccc2)CC1	1%	-1%
CC(C)C(=O)c1cc2c(cc1NC(=O)c1ccccc1F)OCCO2	-2%	13%
COc1ccc(-c2cc(C)no2)cc1S(=O)(=O)Nc1c(C)cc(C)cc1C	-1%	5%
CCCc1nn2c(=O)cc(COC(=O)c3ccc(NC(=O)c4cccs4)cc3)nc2s1	-1%	8%
COc1ccc(CCC(=O)NCCc2csc(-c3ccc(F)cc3)n2)cc1	-17%	1%
COc1cc(C2C(=O)N(C3CCCCC3)CC(=O)N2C2CCCCC2)ccc1OC(C)C (centres undefined)	0%	-5%
CCOc1ccc(CCNC(=O)C2CCCN(c3nnc(C)c4c(C)n(-c5ccccc5)nc34)C2)cc1 (centres undefined)	0%	-4%
Fc1ccc(C(c2nnc(-c3ccccc3)o2)N2CCN(c3cccc(Cl)c3)CC2)cc1 (centres undefined)	3%	3%
COc1ccc(CCNS(=O)(=O)c2ccc(N3CCCCS3(=O)=O)cc2)cc1OC	1%	-13%
Cc1ccccc1C(=O)NCCc1sc(-c2ccc(Cl)cc2)nc1C	2%	5%
Oc1c(C(c2ccccc2F)N2CCC3(CC2)OCCO3)sc2nc(-c3ccco3)nn12 (centres undefined)	0%	3%
COc1cccc(NC(=O)CSC2=Nc3ccccc3C3=NC(CCC(=O)NC4CCCCC4)C(=O)N23)c1 (centres undefined)	0%	5%
COc1ccc(Br)cc1CNC(=O)CCSCc1ccc(Cl)cc1	-2%	-8%
COc1cccc(NC(=O)c2ccc3nc(Cc4ccccc4)oc3c2)c1	-5%	8%
Cc1ccc(NC(=O)CSc2nc(=O)n(Cc3ccco3)c3c2CCC3)cc1F	0%	-13%
CCCCCCCCCCCCCCCC(=O)OCC(COC(=O)CCCCCCCCCCCCCCC)OC(=O)CCCCCCCCCCCCCCC	-1%	-4%
O=C(CCc1ccccc1)N(Cc1cccnc1)c1nc2c(F)cc(F)cc2s1	-3%	3%
CC(=O)c1cccc(NC(=O)C2CCCN(c3nnc(-n4cccc4)s3)C2)c1 (centres undefined)	5%	4%
COCCCNS(=O)(=O)c1ccc(N2CCCCS2(=O)=O)cc1	-2%	2%
Cc1ccc(/C=C/c2onc(C)c2S(=O)(=O)N2CCC(C(=O)NCc3ccc(N(C)C)cc3)CC2)cc1	1%	3%
O=C(OCC1CCCO1)c1ccc2c(c1)N(Cc1ccccc1)C(=O)c1ccccc1S2(=O)=O (centres undefined)	-1%	-5%
COc1ccc(CNS(=O)(=O)c2csc(C(N)=O)c2)cc1OC	0%	10%
Cc1ccc(C)c(NC(=O)C2CCCN2S(=O)(=O)c2ccc3c(c2)CCCC(=O)N3)c1 (centres undefined)	-1%	0%
CN(C)c1ccc(CNC(=O)c2ccc(NC(=O)N3CCCCc4ccccc43)cc2)cc1	2%	-8%

A portion of the library (hit frequency here may not be typical).
